# Screening data (PubChem BioAssay)
# SUMO Mot1 rescue: yeast Mot1-301 growth rescue at high temperature, primary screen, SUMOylation pathway inhibitor project, S. cerevisiae, ATP luminescence, 38.5C | S. cerevisiae Mot1-301 growth rescue; percent above DMSO median, 100 means doubled | 320,000 compounds, 1% hits | AID 2716, 2010 | growth rescue, % at 18.8 µM;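 active means every valid replicate shows activation above 250% relative to neutral control wells; inactive means the rest, any valid replicate at or below 250%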;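 further: OY570 slx delta 5 strain wells were the positive control but not used for scaling; some compounds called inactive have numbers as strong as hits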
# OPRM1-OPRD1 ag: agonists of OPRM1-OPRD1 heterodimerization, primary screen, cell-based, luminescence; Mu-type opioid receptor (Homo sapiens) + Delta-type opioid receptor (Homo sapiens), …; cells; activation, % at 9.3 µM; 340,000 compounds, 0.3% hits; AID 504326, 2011; in the data active means activation above about 18%;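 further: 0% = vehicle-treated cells and 100% = reference agonist; values of inactives mirror those of a sister screen read the other way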
# OPRM1-OPRD1 inv: inverse agonists of MOR-DOR heterodimerization, primary screen, cell-based, luminescence; cell-based MOR-DOR heterodimer luminescence, inverse agonism; Mu-type opioid receptor (Homo sapiens) + Delta-type opioid receptor (Homo sapiens), …; 340,000 compounds, 0.21% hits; inhibition, % at 9.3 µM; in the data active means inhibition above about 22%, passing the limit was not always enough;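 further: 0% = cells with DMSO and 100% = wells without cells with DMSO; values of inactives mirror those of a sister screen read the other way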
# phage Ecoli inh: growth loss of phage-infected E. coli, primary screen, RecBCD inhibitor project, absorbance, with phage, HTS; inhibition, % at 11.9 µM; 360,000 compounds, 0.26% hits; AID 651602, 2012; in the data active means inhibition above about 11%
# PKA-R1A activ: activators of PKA-R1A holoenzyme, primary screen, biochemical, fluorescence polarization, Cy5-IP20, bovine R1A, mouse PKAc; PKA-R1A dissociation; scaled: DMSO 0%, 113 µM cGMP 100%; activation, % at 11.4 µM; AID 504707, 2011; 340,000 compounds, 0.083% hits; cAMP-dependent protein kinase type I-alpha regulatory subunit (Bos taurus) + …;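 active means percent activation above the mean of all tested compounds plus 3 SD, cut at about 19% in these data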;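 further: higher means more PKAc released from R1A so a rise in polarization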
# PfHsp90 set2: growth inhibition of PfHsp90-expressing yeast, primary screen, antimalarial PfHsp90 inhibitor project, S. cerevisiae, BacTiter-Glo luminescence, single point, set 2; BacTiter-Glo ATP, 48 h; yeast lacking PDR1 and PDR3 efflux regulators; 310,000 compounds, 0.32% hits; AID 504621, 2011; inhibition, % at 9.4 µM;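 active means every replicate shows inhibition above about 80%, whatever the replicate mean, limit read from the data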;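 further: 0% = DMSO neutral controls and 100% = 20 µM radicicol positive controls; yeast relying on Plasmodium falciparum Hsp90 in place of its own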
# Tat transport: E. coli Tat export inhibitors, primary screen, MC4100, TorA-mCherry reporter, fluorescence, single point; inhibition, % at 10 µM; 340,000 compounds, 0.036% hits;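 active means mean replicate inhibition at least 50% and at least half of replicates individually reaching 50%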;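 further: exported cargo escapes ClpAP degradation while cytoplasmic cargo is degraded and loses fluorescence; 0% = median of neutral control wells and 100% = median of NaSCN control wells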
# Arr AP2 block: inhibitors of beta-arrestin/AP2 binding, primary screen, biochemical, GPCR trafficking, flow cytometry. AID 504490, 2011. 340,000 compounds, 0.31% hits. inhibition, % at 10 µM. FITC-arrestin peptide / GST-AP2 beads; AP2 beta2 appendage carries R879A mutation;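 active means inhibition above a set limit, near 3 SD of compounds lacking own fluorescence, cut at about 54% in these data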;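 further: plate controls were DMSO wells for no effect and 5 µM unlabelled arrestin peptide for full effect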
#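 Material – AP2 appendage R879A on GSH beads · Buffer or medium – PBS with 0.05% Tween 20 and 0.1% BSA · Probe or stimulus – fluorescein-tagged arrestin peptide at 50 nM final · Incubation – compound with beads 12 min RT, then probe 1 h RT · Detection – high-throughput flow cytometry of beads, ex 488, em 535 nm · Evaluation – percent response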
# AddAB inh: growth inhibition of E. coli expressing H. pylori AddAB, primary screen, AddAB inhibitor project, absorbance; 330,000 compounds, 0.29% hits; AID 435030, 2010; inhibition, % at 11.9 µM; in the data active means inhibition above about 12%;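 further: 0% = vehicle wells of infected cells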
# Ecoli viability: E. coli V3065 growth inhibition, primary screen, counter-screen for AddAB inhibitor project, absorbance, OD600; 18 h; inhibition, % at 11.9 µM; 330,000 compounds, 0.27% hits;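 active means inhibition above the campaign's mean inhibition across all tested compounds plus 3 SD, cut at about 9.9% in these data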;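 further: uninfected addAB+ strain grown without phage in ampicillin broth; 0% = DMSO wells and 100% = ciprofloxacin 0.95 µg/ml wells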
# DSG3 Ab inh: inhibitors of pemphigus antibody binding to DSG3, primary screen, biochemical, bead-based, flow cytometry, scFv-GFP. Desmoglein-3 (Homo sapiens), P32926. DSG3-coupled beads, scFv-anti-DSG3-GFP binding; active compounds read low. binding (percent of control), % at 10 µM. 310,000 compounds, 0.48% hits. AID 588358, 2011;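 active means binding more than 3 SD below its plate's average and above zero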;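 further: hits lower antibody fragment binding to DSG3; some compounds called inactive have numbers as strong as hits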
# Target sequence (P32926 whole entry, looked up, the tested form may be a part): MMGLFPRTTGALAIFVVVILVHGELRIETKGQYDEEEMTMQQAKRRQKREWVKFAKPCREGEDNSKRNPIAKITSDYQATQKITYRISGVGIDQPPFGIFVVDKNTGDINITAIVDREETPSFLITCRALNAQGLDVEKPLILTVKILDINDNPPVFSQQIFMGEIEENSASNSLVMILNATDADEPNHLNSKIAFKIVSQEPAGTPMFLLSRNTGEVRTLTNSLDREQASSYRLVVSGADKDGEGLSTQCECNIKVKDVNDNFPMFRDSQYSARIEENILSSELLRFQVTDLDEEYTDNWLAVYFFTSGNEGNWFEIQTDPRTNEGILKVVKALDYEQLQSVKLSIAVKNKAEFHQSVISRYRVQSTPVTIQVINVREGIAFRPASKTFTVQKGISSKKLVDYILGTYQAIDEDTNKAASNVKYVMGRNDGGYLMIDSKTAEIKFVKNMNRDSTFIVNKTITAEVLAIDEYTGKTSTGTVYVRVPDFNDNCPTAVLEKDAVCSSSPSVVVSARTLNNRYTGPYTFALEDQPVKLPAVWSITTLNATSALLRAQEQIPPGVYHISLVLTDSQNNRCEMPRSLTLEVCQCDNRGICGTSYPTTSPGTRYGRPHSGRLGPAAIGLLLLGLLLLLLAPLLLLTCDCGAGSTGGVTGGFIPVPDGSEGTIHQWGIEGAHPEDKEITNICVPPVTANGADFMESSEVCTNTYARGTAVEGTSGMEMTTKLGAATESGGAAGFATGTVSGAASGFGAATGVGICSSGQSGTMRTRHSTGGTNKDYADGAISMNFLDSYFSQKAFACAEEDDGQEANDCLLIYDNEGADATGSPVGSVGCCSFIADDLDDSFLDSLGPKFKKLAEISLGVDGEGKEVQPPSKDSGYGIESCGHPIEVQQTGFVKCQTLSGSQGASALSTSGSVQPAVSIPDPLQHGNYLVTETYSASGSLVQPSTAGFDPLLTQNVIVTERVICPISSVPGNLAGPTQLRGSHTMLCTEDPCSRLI
# Numbers without * were called inactive; . = not tested or not shown. Random draw from the library. Share with any hit: about 2.8%.
structure	SUMO Mot1 rescue	OPRM1-OPRD1 ag	OPRM1-OPRD1 inv	phage Ecoli inh	PKA-R1A activ	PfHsp90 set2	Tat transport	Arr AP2 block	AddAB inh	Ecoli viability	DSG3 Ab inh
Cc1nc(N2CCN(c3ccccc3O)CC2)c2c(-c3ccccc3)csc2n1	-6	5.5	-45	-1.9	-1	-40	19	-7	0.6	1.6	98
O=C(CCC(=O)Nc1ccc(F)cc1)N/N=C/c1cccnc1	3	1.6	-13	-0.1	-5	4	2	25	1.3	-0.5	99
O=C(Cc1c(O)c2ccccc2oc1=O)c1ccc(C(F)(F)F)cc1	0	-2.5	12	0.4	-4	13	-12	7	0.2	-2.8	107
CC(C)CCNC(=O)NC(=O)CSc1ncccn1	-23	-0.5	3	3.4	-4	15	4	-7	0.8	0.3	96
CC1CCN(S(=O)(=O)c2ccc3c(c2)N(CC(=O)NCCCOC(C)C)C(=O)CS3)CC1	-6	-2.9	15	2.2	-10	13	-6	-25	1.5	-1.5	.
CCc1cc2cc(C(=O)Nc3ccc(F)cc3)sc2s1	117	-0.7	4	2.8	10	-10	1	-6	0.7	-0.7	103
Cc1cc(C)nc(NS(=O)(=O)c2ccc(NC(=O)C3(c4ccc([N+](=O)[O-])cc4)CCCC3)cc2)n1	.	0.0	0	1.3	-8	5	4	13	-0.6	-1.2	101
O=C(Cc1csc(N2CCOCC2)n1)N/N=C/c1ccc(O)c(O)c1O	.	2.7	-13	8.0	-8	.	0	13	.	.	99
CCCCN(C(=O)c1ccc([N+](=O)[O-])s1)c1c(N)n(CC(C)C)c(=O)[nH]c1=O	.	0.9	-5	-1.1	1	5	-3	-11	4.7	0.5	92
CC(C)CC(=O)Nc1cccc(-c2cn3ccsc3n2)c1	5	-2.8	13	3.6	-1	.	0	27	4.0	2.0	95
O=C(CCNS(=O)(=O)c1ccc(Cl)cc1)NCc1cccs1	-7	0.9	-5	2.6	1	-5	19	-15	-0.7	2.5	100
CN(C)C(CNC(=O)c1ccc2[nH]c(=O)c(=O)[nH]c2c1)c1ccco1 (stereo unspecified)	-11	1.0	-4	6.3	8	-8	0	45	1.7	3.5	.
O=C(O)c1ccc(NC(=S)NC(=O)c2ccc(-c3ccccc3)cc2)cc1	19	0.3	-2	2.9	-8	1	-5	-13	1.6	-1.2	31*
COc1ccc(-c2cc(C(=O)NCc3ccco3)c3ccccc3n2)c(OC)c1	-5	-4.5	15	2.7	-6	-96	0	-3	0.8	-1.9	111
COc1ccc(C2CC(c3ccc(Br)cc3)Nc3nc(N)nn32)cc1 (stereo unspecified)	-6	-1.8	10	1.2	4	.	7	-3	0.5	-2.5	104
COC(=O)c1ccc(CSc2nnnn2Cc2ccccc2)cc1	14	-1.4	7	0.7	-10	.	5	20	4.6	0.7	92
COc1cc(C(C(=O)NC(C)(C)C)N(C(=O)CNC(=O)c2cccs2)c2cccnc2)cc(OC)c1OC (stereo unspecified)	-5	-1.4	10	-1.1	-5	3	3	26	2.9	0.9	.
O=C1CC(c2ccccc2)Cc2nc(N3CCc4ccccc4C3)ncc21 (stereo unspecified)	158	0.1	0	2.6	-6	.	7	10	2.1	1.8	.
O=C(/C=C/c1ccc(F)cc1)NCCc1ccc2c(c1)OCCO2	16	-1.6	8	1.0	-11	4	-2	-1	-1.4	-0.7	105
Cc1ccc(NC(=O)c2cc(S(=O)(=O)c3ccccc3)ccc2Cl)cc1	-25	2.1	-11	3.7	-6	-7	10	2	4.7	3.2	102
Cc1c(Cl)cccc1NC(=S)NCc1cccs1	2	-2.4	12	2.0	1	8	5	.	5.6	1.6	96
CC(=O)Nc1nc(-c2ccc3c(c2)CCO3)cs1	4	0.3	-2	5.5	-4	-6	-3	1	1.3	-0.7	96
S=C1NCCOCCOCCOCCNC(=S)NCCOCCOCCOCCN1	129	-0.7	4	0.3	12	-14	2	0	2.0	-2.6	98
CCN(CC)CCP(=O)(c1ccccc1)c1ccccc1	-2	-1.4	8	0.8	-3	-18	0	-13	-0.3	1.9	80
O=C(NCc1cn2ccsc2n1)c1c(F)cccc1Cl	-28	-1.1	6	2.2	-13	7	-7	23	3.0	2.0	106
O=C1CS(=O)(=O)N(Cc2ccc(F)cc2)c2ccccc21	.	-2.0	10	2.3	0	-2	1	7	-1.4	-1.1	94
CNC(=S)N1CCN(c2ccc(Cl)c(Cl)c2)CC1	21	1.8	-9	2.6	-1	7	1	3	-1.5	0.3	102
COc1ccc(C(CNC(=O)CCOc2ccccc2)N(C)C)cc1 (stereo unspecified)	14	32*	-160	1.8	-5	-15	0	16	-0.2	-0.6	120
O=C(CNc1ccccc1F)N/N=C/C1CC=CCC1 (stereo unspecified)	-13	-1.3	6	1.7	1	13	3	-7	0.9	1.0	96
CCC(=O)N1c2ccc(S(=O)(=O)NCc3ccccc3)cc2CC1C (stereo unspecified)	-19	0.3	-1	0.1	-4	18	5	-14	1.4	0.9	.
CCCCCCSc1ccc([C@@H]2[C@H]3C(=O)N(CC)C(=O)[C@H]3[C@]3(C(=O)OC)CCCCN23)cc1	-17	-2.7	15	2.0	-11	-17	2	5	0.9	-1.1	110
CS(=O)(=O)N1CCC(C(=O)Nc2ccc(F)c(Cl)c2)CC1	2	-3.2	16	0.6	5	-24	-8	0	1.8	-2.1	124
Cc1ccccc1N1CCN(C2CCCN(C(=O)c3cn4c(C)cccc4n3)C2)CC1 (stereo unspecified)	5	-3.6	19	1.9	1	6	-1	25	3.5	0.8	.
O=C(COC(=O)c1c(Cl)cccc1Cl)NC1CCCCCCC1	0	2.5	-13	2.3	2	23	-4	17	1.0	1.9	102
Cc1ccc(C(=O)NCCC(=O)N2CCC3(CC2)NCCc2[nH]cnc23)cc1	-12	0.0	0	2.2	-11	3	1	-11	1.9	-0.8	101
COC(=O)c1cc(-c2ccc(S(=O)(=O)N3CCCC3)cc2)c(C(F)(F)F)s1	-3	-0.9	5	0.1	-5	-9	12	11	0.8	-2.4	.
Cc1cccc(C(=O)Nc2ccc(N3CCN(C(=O)c4ccco4)CC3)cc2)c1	-6	-1.9	10	1.1	1	-4	-5	4	1.0	0.1	103
Cc1ccc(C)c(N(CC(=O)NCc2ccco2)C(=O)CNS(=O)(=O)c2ccccc2)c1	3	-2.2	12	1.7	6	31	5	-12	4.2	-0.4	96
CCCCN(C(=O)c1cccc(N2C(=O)c3ccccc3C2=O)c1)c1c(N)n(CC(C)C)c(=O)[nH]c1=O	12	-1.6	6	1.4	-6	-8	-2	-4	1.4	1.4	106
O=C(NCCCN1CCOCC1)c1ccc2nc(Cc3ccccc3F)oc2c1	-2	-1.5	8	1.5	0	7	-1	-5	.	.	105
Cc1ccc(C(=O)NC(=O)CSc2nncn2C)cc1	-4	-3.0	16	2.2	0	-13	-11	-14	3.1	1.3	109
CC(=O)c1c(C)[nH]c(C(=O)OCn2nnc3ccccc3c2=O)c1C	1	0.0	0	3.4	18	-58	2	-11	3.1	2.5	104
c1ccc(CN2CCC(Nc3ncnc4sccc34)CC2)cc1	-9	.	.	2.6	-10	.	2	19	3.0	-0.6	120
C=CCn1c(SCC(=O)NCCCC)nc2scc(-c3ccco3)c2c1=O	-7	-3.6	20	2.5	3	-12	-7	14	3.4	0.8	.
O=S(=O)(NCc1nc2ccccc2[nH]1)c1ccccc1	-18	-2.6	14	0.6	1	6	2	-3	0.9	1.0	99
CCCCc1c(O)nc(SCC(=O)NCC2CCCO2)[nH]c1=O (stereo unspecified)	-11	0.4	-2	0.9	-6	28	-1	2	2.7	-0.7	101
CC(=O)C1=C(O)C(=O)N(c2ccc(F)cc2)C1c1ccc(C)cc1 (stereo unspecified)	-3	-2.1	10	-0.3	-6	-12	7	-12	-1.0	-0.9	97
S=C(Nc1ccc(Br)cc1)N1CCN(c2ccccn2)CC1	198	-1.5	7	2.5	-7	-18	0	-5	0.8	1.0	97
CC1CCN(C(=O)C2CCN(c3nnc(-n4cccc4)s3)CC2)CC1	170	-1.0	5	3.2	-5	-2	3	9	2.1	2.6	104
COc1cccc(NC(=O)CN(C)C(=O)c2c(C)noc2C)c1	29	0.7	-3	0.6	-9	-6	-5	44	-1.6	-2.1	106

# More results:
structure	SUMO Mot1 rescue	OPRM1-OPRD1 ag	OPRM1-OPRD1 inv	phage Ecoli inh	PKA-R1A activ	PfHsp90 set2	Tat transport	Arr AP2 block	AddAB inh	Ecoli viability	DSG3 Ab inh
COc1cccc(NC(=O)N2CCN(c3ccc(C(F)(F)F)cn3)CC2)c1	3	-2.0	11	3.3	4	7	1	9	2.7	0.4	104
CC(=O)c1c(C)[nH]c(C(=O)COC(=O)CNS(=O)(=O)c2ccccc2)c1C	-8	-1.3	7	1.2	6	.	-1	-7	3.7	2.3	93
Cc1ccc(/C(O)=C2\C(=O)C(=O)N(C)C2c2ccc(F)cc2)cc1 (stereo unspecified)	153	-2.1	10	1.2	-13	19	1	-9	.	.	96
Nc1nnc(CC(=O)N/N=C/c2cc([N+](=O)[O-])cc(Br)c2O)s1	-19	-3.5	17	7.9	-6	-2	-3	-5	4.1	1.3	97
O=C(NC(=S)Nc1ccc2[nH]c(=O)[nH]c2c1)c1cncc(Br)c1	-6	-4.5	26	2.6	-5	-1	-7	5	3.0	1.2	107
COC(=O)c1ccc(C(=O)OC)c(NC(=O)CCS(=O)(=O)Cc2ccccc2)c1	-8	-2.0	11	1.7	-10	4	0	-13	6.8	1.4	103
CN(CCCC(=O)Nc1ccncc1)S(=O)(=O)c1ccc(Cl)cc1	7	-0.8	4	0.0	4	-38	-5	-5	2.0	-0.2	.
COCCOC(=O)C1=C(C)NC(=O)NC1c1cc2c(cc1Br)OCO2 (stereo unspecified)	-22	-1.4	7	1.5	0	-1	4	-9	0.7	0.3	102
c1ccc(CCN(Cc2ccccc2)Cc2nc(C3CC3)no2)cc1	-6	3.3	-24	2.0	-9	9	-8	-1	2.4	1.1	108
CCOc1ccc(C)cc1S(=O)(=O)NC1CCCCC1	-15	-1.6	8	1.6	-5	-14	-1	6	1.8	1.6	102
